NPR1 activator = GC-A stimulated cGMP production enhancers – HEK293 GC-A cells, cGMP TR-FRET, EC30 ANP, primary screen; AID 1671463, 2021; Atrial natriuretic peptide receptor 1 (Homo sapiens), P16066; activation, % at 10 µM; 0% at EC30 ANP, 100% saturating ANP; 0.14% of 370,000 active; in the data active = activation above about 40%
Rev-erbA mod = modulators of Rev-erb alpha DNA binding, primary screen, biochemical, FITC-DNA, fluorescence polarization, uHTS | Nuclear receptor subfamily 1 group D member 1 (Homo sapiens), P20393 | Rev-erbα–FITC-DNA binding, 90 min | activity, % at 10 µM | 0.79% of 370,000 active | AID 1259318, 2017;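 active = activity above about 14%, limit read from the data; passing the limit was not always enough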;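 also: 0% = DMSO wells with 35 nM protein and 100% = DMSO wells with 750 nM protein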
ARFGAP1 inhibitor = inhibitors of rat ARFGAP1 GAP activity, primary screen, biochemical, fluorescence polarization, GDP tracer | ADP-ribosylation factor GTPase-activating protein 1 (Rattus norvegicus), Q62848 | Arfgap1-stimulated ARF1 GTP hydrolysis, GDP FP detection | inhibition, % at 16.5 µM | 0.26% of 360,000 active | AID 651572, 2012;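 active = inhibition above a per-plate limit, mean inhibition of low control wells plus 3 SD, cut at about 25% in these data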;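 also: 0% = DMSO wells with enzyme and 100% = wells lacking Arfgap1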
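Repeats: one replicate per compound; assay system: rat Arfgap1 catalytic domain, aa 1-136; times: enzyme reaction 120 min at 25 °C after 20 min preincubation; detection: FP of antibody-bound GDP Alexa 633 tracer, ex 620/em 688 nm; benchmarks: high control wells lacking Arfgap1, low control full reaction with DMSO; reagent: human ARF1(Δ1-17)-GTP substrate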
ASAP1 inh = inhibitors of human ASAP1 ArfGAP activity, primary screen, biochemical, fluorescence polarization; inhibition, % at 16.5 µM; ASAP1-stimulated ARF1 GTP hydrolysis, GDP FP detection; 0.19% of 360,000 active; in the data active = inhibition above about 25%;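 also: 0% = vehicle with enzyme and substrate and 100% = no enzyme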
GC-B act = human GC-B receptor activators, primary screen, HEK293 GC-B cells, cGMP TR-FRET, EC30 CNP. AID 1920062, 2024. 0.11% of 370,000 active. activation, % at 10 µM. 0% at EC30 CNP, 100% saturating CNP;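 active = activation at 10 µM reaching about 35% in either raw or pattern-adjusted values, limit read from the data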
Target sequence (P20594 whole entry, looked up): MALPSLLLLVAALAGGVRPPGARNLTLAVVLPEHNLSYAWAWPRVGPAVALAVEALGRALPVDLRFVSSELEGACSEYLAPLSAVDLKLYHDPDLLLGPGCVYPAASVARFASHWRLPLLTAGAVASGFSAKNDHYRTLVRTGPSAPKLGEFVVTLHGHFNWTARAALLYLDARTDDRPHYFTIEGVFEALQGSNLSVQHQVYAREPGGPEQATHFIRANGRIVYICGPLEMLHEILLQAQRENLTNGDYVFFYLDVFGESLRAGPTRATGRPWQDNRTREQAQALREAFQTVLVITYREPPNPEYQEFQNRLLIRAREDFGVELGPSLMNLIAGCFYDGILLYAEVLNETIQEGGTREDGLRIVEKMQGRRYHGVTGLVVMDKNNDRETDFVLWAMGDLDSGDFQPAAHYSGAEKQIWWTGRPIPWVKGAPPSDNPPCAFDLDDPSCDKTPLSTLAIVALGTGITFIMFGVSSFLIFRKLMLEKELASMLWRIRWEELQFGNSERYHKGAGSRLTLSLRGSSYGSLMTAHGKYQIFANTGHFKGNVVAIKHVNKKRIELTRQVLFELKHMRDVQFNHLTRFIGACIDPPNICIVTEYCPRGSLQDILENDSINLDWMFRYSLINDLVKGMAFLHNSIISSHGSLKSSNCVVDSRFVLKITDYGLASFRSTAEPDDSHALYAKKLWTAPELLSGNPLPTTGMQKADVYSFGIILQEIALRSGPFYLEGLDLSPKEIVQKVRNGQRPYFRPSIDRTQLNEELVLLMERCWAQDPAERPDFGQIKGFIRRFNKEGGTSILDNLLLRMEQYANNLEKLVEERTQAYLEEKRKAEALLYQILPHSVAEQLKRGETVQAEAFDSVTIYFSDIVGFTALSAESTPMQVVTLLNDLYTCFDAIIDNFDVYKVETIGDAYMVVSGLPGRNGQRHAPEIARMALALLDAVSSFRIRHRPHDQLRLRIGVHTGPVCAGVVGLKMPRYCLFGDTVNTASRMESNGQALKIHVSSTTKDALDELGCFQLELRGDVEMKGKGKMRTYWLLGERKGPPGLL
rCAG binder = binders of r(CAG) RNA repeats, primary screen, biochemical, fluorescence | r(CAG) RNA repeat, TO-PRO-1 dye displacement fluorescence | inhibition, % at 3 µM | 1.3% of 370,000 active | AID 651821, 2012;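 active = inhibition above the plate cutoff, the mean of all test compounds on that plate plus 3 SD, cut at about 35% in these data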;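 also: 0% = DMSO alone and 100% = 100 µM mitoxantrone as full dye displacement; higher means more dye released from RNA so lower well fluorescence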
HTRA1 inhibitor = HTRA1 serine protease inhibitors, primary screen, biochemical, fluorescence polarization, HTS. recombinant HTRA1, FP-rhodamine activity-based probe. inhibition, % at 5.96 µM. 0.5% of 340,000 active. AID 504803, 2011; in the data active = inhibition above about 36%;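 also: 0% = enzyme with DMSO and 100% = wells lacking enzyme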
SMARCA2 activ = SMARCA2 (BRM) function activators, primary screen, cell-based, luminescence, high throughput | MG213 cells, MMTV-luciferase reporter, dexamethasone, overnight | activation, % at 9.1 µM | 1% of 370,000 active; in the data active = activation above about 7.8%;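 also: 0% = vehicle wells and 100% = reference activator wells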
mABHD4 FP = ABHD4 inhibitors, primary screen, biochemical, fluorescence polarization, mouse; AID 720543, 2013; inhibition, % at 8.92 µM; 0.54% of 370,000 active; purified mABHD4, FP-Rh probe fluorescence polarization;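 active = inhibition exceeding the mean over every tested compound plus 3 SD, cut at about 30% in these data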;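 also: 0% = plate median of compound wells and 100% = S159A mutant with DMSO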
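Test system: mouse ABHD4 enzyme, wild type. Reagent: FP-Rh fluorescent activity-based probe, added after compound pre-incubation. Timing: pre-incubation 45 min, probe exposure 60 min, at 25 °C. Technique: FP readout, ex 525 nm / em 598 nm. Benchmarks: high control S159A mutant with DMSO, low control median of compound wells.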
PG9 Ab binder = binders of HIV-1 gp120 antibody PG9, primary screen, biochemical, TR-FRET | HIV-1 gp120 / PG9 antibody interaction | TR-FRET gp120-PG9 antibody binding | inhibition, % at 6.7 µM | 0.43% of 360,000 active | AID 624416, 2012; in the data active = inhibition above about 8.5%
The depositor's hits bear a star; x = no result given.

Preview:
Each structure is followed by: NPR1 activator	Rev-erbA mod	ARFGAP1 inhibitor	ASAP1 inh	GC-B act	rCAG binder	HTRA1 inhibitor	SMARCA2 activ	mABHD4 FP	PG9 Ab binder
COc1ccc(F)cc1C(=O)C1CCCN(Cc2ccc(Oc3ncccn3)cc2)C1 (stereo unspecified)
→ 8	3	1	-6	0	-10	-6	-1	-5	-0.8
COc1ccc(NC(=O)CN2CCOCC2)cc1S(=O)(=O)N1CCCCC1
→ 1	-3	-4	4	2	3	5	1	-5	1.9

The list itself, from the start:
Each structure is followed by: NPR1 activator	Rev-erbA mod	ARFGAP1 inhibitor	ASAP1 inh	GC-B act	rCAG binder	HTRA1 inhibitor	SMARCA2 activ	mABHD4 FP	PG9 Ab binder
COc1ccc(F)cc1C(=O)C1CCCN(Cc2ccc(Oc3ncccn3)cc2)C1 (stereo unspecified)
→ 8	3	1	-6	0	-10	-6	-1	-5	-0.8
COc1ccc(NC(=O)CN2CCOCC2)cc1S(=O)(=O)N1CCCCC1
→ 1	-3	-4	4	2	3	5	1	-5	1.9
COc1ccc(C(CC(=O)O)NS(=O)(=O)c2ccc(C)cc2)cc1OC (stereo unspecified)
→ -4	-1	-1	-6	1	3	7	1	5	-3.0
O=C(O)c1ccc(S(=O)(=O)Cc2ccccc2)cc1
→ 5	3	9	17	-1	-3	10	1	11	1.2
CC(C)(CNC(=O)C1c2ccccc2-c2ccccc21)N1CCOCC1
→ -2	10	-13	0	0	-3	-5	-1	-2	-0.8
O=C(c1ccc(F)cc1)N1CCN(c2ccc([N+](=O)[O-])c(N3CCOCC3)c2)CC1
→ -2	7	3	-6	-3	-2	-6	-2	-2	-0.6
COc1cccc(C(C(=O)NCC2CCCO2)N(C(=O)Cn2nnc3ccccc32)c2ccccc2C(C)=O)c1OC (stereo unspecified)
→ -2	3	-5	-7	5	-2	-1	-3	1	-1.5
Cc1cc2c3c(c1)C(C)CC(C)(C)N3C(=O)C2=O (stereo unspecified)
→ 1	1	5	8	-1	-1	0	1	2	-0.6
Clc1ccc2[nH]c3c(NCC4CCCO4)ncnc3c2c1 (stereo unspecified)
→ 4	12	-4	-3	12	7	x	-1	-4	2.1
Cc1cc(C(=O)OCC(=O)Nc2sc3c(c2C#N)CCC(C)C3)c2ccccc2n1 (stereo unspecified)
→ -3	-2	-15	-2	-3	31	-15	0	14	-0.3
O=C(CCC(=O)c1cccs1)c1cccs1
→ 10	-4	5	-1	-2	-3	-2	6	5	-0.4
COc1ccc(S(=O)(=O)N2CCN(Cc3ccc4c(c3)OCO4)CC2)c2ccccc12
→ -6	7	7	-13	-5	2	-2	1	9	1.4
CSC1=C(C#N)C(C)CC(=O)N1 (stereo unspecified)
→ 1	4	6	1	5	0	3	-2	5	-0.3
COc1cc(NC(=S)N2CCN(C(=O)c3ccco3)CC2)c(OC)cc1Cl
→ -1	-1	14	-12	-2	0	-1	1	-1	-1.6
COc1ccccc1NC(=O)CSc1nc2c(sc3ccccc32)c(=O)n1CCN(C)C
→ -3	1	-3	-9	-5	0	-3	-2	6	-0.6
COc1ccc(C(C)=O)cc1Cn1c(C)c(C(=O)NCc2cccc(C(F)(F)F)c2)sc1=O
→ 0	-2	-7	-3	-1	1	x	-1	-10	-0.2
Cc1ccc(/C(N)=N/OC(=O)c2cccc(Cn3cc(C(F)(F)F)ccc3=O)c2)cc1
→ 6	-1	6	-1	3	-2	-3	0	-10	-0.9
CC(=O)Nc1cc(-c2cccc(C(=O)N(C)C)c2)cn2c(-c3ccc(F)cc3)cnc12
→ -9	-8	4	-5	3	3	x	-3	-11	0.0
CCOP(=O)(c1ccc(N(C)C)cc1)C(O)c1ccc(OC)cc1 (stereo unspecified)
→ -5	2	-3	-3	-3	-1	-6	-3	-3	0.1
COc1ccccc1-c1cc(C(F)(F)F)nc(NCc2ccco2)n1
→ 3	0	-1	0	1	0	-25	-4	-11	1.7
COc1cc2c(cc1OC)/C(=C/C(=O)c1ccccc1)NCC2
→ 8	9	-6	-2	4	4	-1	7	-4	1.1
O=C(CCN1C(=O)COc2ccccc21)N1CCN(c2ccccc2)CC1
→ -13	5	3	4	-5	-6	3	-5	8	-0.2
C=C1C2C[C@H](O)C(C)(C)[C@@]2(O)[C@H](O)C[C@]23C[C@@](C)(O)[C@H](CC[C@H]12)[C@H]3O (stereo partly specified)
→ -1	5	-1	-15	5	2	2	1	0	-0.1
COc1cccc(CN2CCC(N(CCc3ccccc3)Cc3ccccc3)CC2)c1OC
→ -7	3	-9	0	-2	-9	-5	-2	23	-0.3
COc1ccc2ccc3c(c2c1)N=C[C@]1(O3)N(C)c2ccccc2C1(C)C
→ -11	1	-12	2	-11	10	22	-6	1	1.7
COc1cc2[nH]c(=O)c(C(=O)NCc3ccc(F)cc3)c(O)c2cc1OC
→ 6	25*	5	16	-2	3	6	-2	-1	0.8
CC(=O)c1cc2c(cc1NC(=O)CCCC(=O)O)OCO2
→ -3	-3	-3	1	1	0	0	-1	-15	1.3
CCN(Cc1ccccc1)C(c1cccc(C#N)c1)c1nnnn1C(C)(C)C (stereo unspecified)
→ -10	9	1	6	-4	-5	-13	-2	-3	-0.7
COCCCNCCOCCOc1c(OC)cccc1OC
→ 2	2	2	-1	-8	-3	3	0	1	0.1
COc1ccc(C(=O)/C=C/Nc2ccccn2)c(OC)c1
→ 4	-5	4	-9	-2	2	x	2	-4	-3.4
Cn1nc(-c2ccccc2)c(C(O)c2ccccc2C(F)(F)F)c1Cl (stereo unspecified)
→ 4	1	-1	-1	-2	-3	-14	-1	1	2.2
O=C(Cn1c(=O)c2cccn2c2ccc(F)cc21)NCCCN1CCN(c2ccccc2F)CC1
→ -5	-2	-3	2	-4	-10	0	0	-3	-0.5
c1cc(C(c2nnnn2C2CCCC2)N2CCOCC2)ccn1 (stereo unspecified)
→ 0	4	-1	-9	1	1	0	-3	0	-2.6
CC(Oc1ccc(F)cc1Br)c1nc2ccccc2c(=O)[nH]1 (stereo unspecified)
→ -6	2	-7	14	-3	3	-3	-2	-12	-1.7
CC(C)(C)C1CCc2onc(C(=O)Nc3ccc4c(c3)OCO4)c2C1 (stereo unspecified)
→ 1	4	9	-19	-2	0	-2	0	5	-0.6
O=C(O)c1cnn2c(-c3ccccc3)ccnc12
→ 6	-3	-6	16	-2	-1	2	3	4	0.3
CC1(c2nnc(-c3ccc(F)cc3)o2)CC(c2ccc(F)cc2)=NO1 (stereo unspecified)
→ -3	2	-4	2	1	-1	-12	0	-7	1.7
O=C(Nc1cccc(S(=O)(=O)N2CCCC2)c1)[C@@H]1O[C@H](CO)[C@H](O)[C@H](O)[C@H]1O
→ 1	4	-7	-2	-2	2	x	-8	-17	-0.4
CCOC(=O)CNC(=O)N1C[C@H]2CON(C)[C@H]2C[C@H]1c1ccccc1Br
→ 1	-4	1	-10	3	-2	3	-6	-7	0.2
CC1(C)CC(CC(=O)NC(=S)Nc2ccc([N+](=O)[O-])cc2)C(=O)O1 (stereo unspecified)
→ 0	-6	-20	-5	0	-4	1	-1	4	-0.9
Cc1ccc(CC(CC(=O)O)C(=O)NCC23CC4CC(CC(C4)C2)C3)cc1 (stereo unspecified)
→ -2	-1	2	-9	0	2	1	0	2	-2.4
CN1CC[C@@H]2CN(S(=O)(=O)c3ccccc3)[C@H](c3ccccc3Br)C[C@@H]21
→ -4	-4	5	-12	-6	1	x	-1	-5	-1.4
COc1cc(S(=O)(=O)n2cnc(C)c2)ccc1Br
→ 4	-2	-3	-11	5	0	0	-2	6	-0.9
Cc1ccc(-n2nc3c(=O)n(C(C)C(=O)NCc4ccc5c(c4)OCO5)nc(C)c3c2C)cc1 (stereo unspecified)
→ -1	-1	-6	4	1	-1	-1	-4	-13	-0.9
O=C(Cc1ccccc1)Nc1ccc(NC(=O)c2cccnc2)cc1
→ -4	-2	-9	-12	0	-3	-10	0	-4	0.2
CCN1C(=O)c2cccc3c(S(=O)(=O)Nc4ccccn4)ccc1c23
→ -1	-8	-5	-7	2	6	4	-4	-2	-3.2
c1ccc(CNc2nc3ccccc3n3cnnc23)nc1
→ 6	-7	5	7	5	0	0	4	3	0.6
Cn1c(CN2CCCC2)nc2cc(NC(=O)COc3ccccc3)ccc21
→ -4	0	-1	11	-3	8	-2	0	2	0.4
CCN(C(=O)CSc1nnc(-c2ccc(OC)cc2)n1C(C)C)C1CCS(=O)(=O)C1 (stereo unspecified)
→ -5	-2	14	8	-3	0	12	-3	-18	-0.2
CCn1c2ccccc2c2cc(CN3CCN(S(=O)(=O)Cc4ccccc4)CC3)ccc21
→ -2	1	4	1	-4	7	-3	-1	7	14*

Compound profiles, as listed above. Order of values: NPR1 activator | Rev-erbA mod | ARFGAP1 inhibitor | ASAP1 inh | GC-B act | rCAG binder | HTRA1 inhibitor | SMARCA2 activ | mABHD4 FP | PG9 Ab binder
O=C(Cc1ccccc1)Nc1ccc(NC(=O)c2cccnc2)cc1 in the list: -4 | -2 | -9 | -12 | 0 | -3 | -10 | 0 | -4 | 0.2
c1ccc(CNc2nc3ccccc3n3cnnc23)nc1 in the list: 6 | -7 | 5 | 7 | 5 | 0 | 0 | 4 | 3 | 0.6

The list goes on.
Each structure is followed by: NPR1 activator	Rev-erbA mod	ARFGAP1 inhibitor	ASAP1 inh	GC-B act	rCAG binder	HTRA1 inhibitor	SMARCA2 activ	mABHD4 FP	PG9 Ab binder
COc1cccc(NC(=O)c2c([N+](=O)[O-])cnn2C)c1
→ 1	3	9	-3	0	0	6	-1	5	-0.2
Cc1ccc(Cn2cc(CN(C)S(=O)(=O)c3ccccc3Br)nn2)cc1
→ 2	-6	x	x	1	2	x	0	5	x
Cc1cn([C@H]2C[C@H](O)[C@@H](/C=C/C(=O)NCCN3CCOCC3)O2)c(=O)[nH]c1=O
→ 0	2	-7	3	1	3	x	1	8	-0.2
CCn1cc(C(=O)NCC(=O)OC)c2cc(OC)c(OC)cc2c1=O
→ 1	9	5	-13	5	1	5	-4	2	-0.5
COc1cccc(C(=O)N(CCN2CCOCC2)Cc2ccc(OC)c(OC)c2)c1
→ 3	-2	x	x	-7	1	x	-4	-1	x
O=C(Nc1ccccc1Oc1ccsc1C(=O)O)c1ccccc1F
→ 3	-3	-15	-7	-1	5	-3	-1	-1	-2.7
NS(=O)(=O)c1ccc(NC(=O)CSc2nc3ccccc3nc2N2CCOCC2)cc1
→ 0	2	-11	-5	-7	7	-15	-2	-2	-1.9
COC(=O)/C(C#N)=C/c1c(Oc2cc(C)cc(C)c2)nc2c(C)cccn2c1=O
→ 5	-5	8	12	-2	-2	-6	-3	3	0.3
COc1cccc(CNCC(O)(c2ccc(Cl)cc2)c2ccc(Cl)cc2)c1
→ -23	1	8	9	-16	0	-35	-4	-8	0.3
CC12COC3(C(=O)Nc4nccs4)CC1CCC32C (stereo unspecified)
→ -5	-5	13	7	2	-7	6	1	-4	-0.5
